hERG WT inh – KCNH2 (human, wildtype) channel inhibition; activity change, % at 1.84 µM; 0.37% of 340,000 active; Q12809; U2OS, BacMam KCNH2, thallium flux FluxOr; active compounds read low;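 active = maximum activity change below -70%; inconclusive = maximum activity change between -70% and -50%; inactive = maximum activity change above -50%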; also: % is scaled to controls: 0 for no effect and ±100 for the full control effect
Target sequence (Q12809 whole entry, looked up): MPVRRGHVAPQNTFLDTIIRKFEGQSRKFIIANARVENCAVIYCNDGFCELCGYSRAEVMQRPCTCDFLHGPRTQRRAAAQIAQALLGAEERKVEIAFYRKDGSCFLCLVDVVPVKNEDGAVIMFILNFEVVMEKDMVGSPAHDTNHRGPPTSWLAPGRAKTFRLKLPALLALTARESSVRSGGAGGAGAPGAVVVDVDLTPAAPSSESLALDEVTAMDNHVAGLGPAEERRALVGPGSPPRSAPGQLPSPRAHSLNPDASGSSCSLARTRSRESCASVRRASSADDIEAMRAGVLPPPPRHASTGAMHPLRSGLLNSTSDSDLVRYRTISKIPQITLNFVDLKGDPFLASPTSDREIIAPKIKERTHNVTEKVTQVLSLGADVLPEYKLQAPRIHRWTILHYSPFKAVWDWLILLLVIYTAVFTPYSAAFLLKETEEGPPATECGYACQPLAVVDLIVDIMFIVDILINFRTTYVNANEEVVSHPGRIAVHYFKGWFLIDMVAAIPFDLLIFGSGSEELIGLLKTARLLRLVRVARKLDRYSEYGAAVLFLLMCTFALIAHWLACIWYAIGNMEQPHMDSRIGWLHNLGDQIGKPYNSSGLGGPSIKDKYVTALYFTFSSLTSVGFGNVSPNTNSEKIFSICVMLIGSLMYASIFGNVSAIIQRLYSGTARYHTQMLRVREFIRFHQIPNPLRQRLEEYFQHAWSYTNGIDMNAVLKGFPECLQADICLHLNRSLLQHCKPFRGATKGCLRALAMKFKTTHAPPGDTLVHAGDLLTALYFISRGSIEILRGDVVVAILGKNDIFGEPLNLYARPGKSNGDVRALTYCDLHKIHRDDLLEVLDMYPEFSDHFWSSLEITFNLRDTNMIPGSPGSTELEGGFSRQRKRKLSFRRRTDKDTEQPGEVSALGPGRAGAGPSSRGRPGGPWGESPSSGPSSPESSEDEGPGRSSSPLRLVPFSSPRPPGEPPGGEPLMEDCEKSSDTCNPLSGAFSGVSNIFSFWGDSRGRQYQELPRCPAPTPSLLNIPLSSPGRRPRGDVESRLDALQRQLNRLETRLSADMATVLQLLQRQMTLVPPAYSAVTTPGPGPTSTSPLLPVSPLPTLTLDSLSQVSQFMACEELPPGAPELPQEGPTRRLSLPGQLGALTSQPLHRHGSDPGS
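U2OS cells were transduced with wild-type KCNH2 virus (2.03 x 10^8 / mL) for 4 h at room temperature, then cultured overnight at 37 C. Thallium flux was read with FluxOr dye. Rate constants were normalized to DMSO controls.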
Tb PFK block – T. brucei PFK enzyme inhibition; T. brucei PFK, ADP-Glo luminescence; Potency, µM (highest dose often 57.5 µM), for the others: top-dose activity, negative = inhibition, most hits filed as inhibitors; 0.17% of 330,000 active;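 also: potency is read from the fitted curve at half-maximal effect; 0% = uninhibited 1x PFK enzyme wells and -100% = no-enzyme wells; nearly all actives have a fitted effect of over 60% in size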
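PFK 1.25 nM, F6P 0.5 mM, ATP 0.1 mM, 0.1 M TEA pH 8.0, 5 mM MgCl2, 0.01% Tween20, 0.1% BSA; 45 min RT. ADP-Glo readout. qHTS titration up to 57 uM; curves fitted, compounds curve-classed.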
TSHR antag – blocks TSH signaling through the human TSH receptor; P16473; TSHR-expressing cells, TSH-stimulated cAMP HTRF, 2 h; active compounds read low; activity change, negative = inhibition, % at 11.5 µM; 0.2% of 330,000 active; AID 504810;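 active = activity change below a set negative limit, meaning inhibition stronger than a set level, cut at about -70% in these data; inconclusive = activity change between two set negative limits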; also: % is scaled to controls: 0 for no effect and ±100 for the full control effect
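Inhibition of cAMP made by TSHR-expressing cells under TSH stimulation (4nM final, EC80; 2 h, 37 deg C) is quantified with a one-step lysis HTRF kit, anti-cAMP cryptate versus cAMP-d2.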
Giardia killer – kills Giardia lamblia; Giardia lamblia trophozoite viability; activity change, % at 7.66 µM, hits read low; 0.15% of 340,000 active; AID 540267; in the data active = activity change below about -80%; inconclusive = between about -30% and that limit;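 also: parasites exposed to compound for two days anaerobically before the ATP read; % is scaled to controls: 0 for no effect and ±100 for the full control effect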
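Giardia trophozoites, 100 cells per well, were exposed to compounds for 48 hrs at 37 deg C under anaerobic conditions; viability was then read as ATP content by bioluminescence after 15-30 min at room temperature.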
BCR signal inh – chronic active BCR signaling inhibition. ABC-DLBCL IkBa-CBG/CBR reporter, luminescence ratio, 4 h. Potency, µM (top dose mostly 46.1 µM), inactives show top-dose ratio change, negative = lower green/red ratio, most hits filed as inhibitors. 0.05% of 340,000 active; active = well fitted inhibition curve with a large enough effect in the signal ratio, with a control signal flat, not every such curve was filed as active; inconclusive = small, poorly fitted or top-dose-only effect, or effect the other way, or a change in a side signal; the % refers to the signal ratio;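 also: potency is read from the fitted curve at half-maximal effect; plate controls were basal doxycycline-induced cells for no effect and cells given 10 µM MG132 for full effect; MG132 reads +100%, hits lower the ratio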
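Doxycycline induced both beetle luciferases in TMD8 lymphoma cells; IKK-driven degradation limits the IkappaBalpha-fused green signal, while red luminescence normalises for cell number and nonspecific effects. Compounds tested up to 46 uM, 4 hrs.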
GALK inh – blocks human galactokinase activity. P51570. Purified GALK, Kinase-Glo residual ATP luminescence. Potency, µM (highest dose often 57.5 µM), inactives show at the top dose activity change, negative = inhibition, hits mostly inhibitors. 0.007% of 270,000 active. AID 1868; also: potency is read from the fitted curve at half-maximal effect; % is scaled to controls: 0 for no effect and ±100 for the full control effect
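5 nM enzyme, 35 uM ATP, 100 uM galactose, 20 mM HEPES pH8.0, 5 mM MgCl2; 1 h RT; residual ATP by Kinase-Glo Plus luminescence, qHTS format.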
MLL CXXC-DNA inh – MLL CXXC-DNA interaction inhibition; Q03164; MLL-CXXC / FITC-HOXA9 DNA fluorescence polarization; Potency, µM (top dose mostly 115 µM), for the others: at the highest dose activity change, negative = inhibition, actives largely listed as inhibitors; 0.037% of 290,000 active; AID 2662; active = well fitted inhibition curve with a large enough effect in the polarisation, with a control signal flat, not every such curve was filed as active; inconclusive = small, poorly fitted or top-dose-only effect, or effect the other way, or a change in a side signal; inactive = no such curve, though single readings can be large or run the other way; the % refers to the polarisation; also: potency is read from the fitted curve at half-maximal effect
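Fluorescence polarization: 7 uM MLL-CXXC (stock) preincubated 5 min with compounds, then 50 nM fluorescein-HOX-A9 DNA (stock) added; 30 min ambient. Buffer 50 mM Tris-HCl pH 7.5, 50 mM NaCl, 1 mM DTT, 0.05% BSA.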
A-T KAP1 phos – potential ataxia-telangiectasia treatment; […] A-T fibroblasts, KAP-1 phosphorylation AlphaLISA; neocarzinostatin DNA damage 30 min before lysis; Potency, µM (highest dose often 57.5 µM), inactives show top-dose activation, actives largely listed as activators; 0.19% of 320,000 active; also: potency is read from the fitted curve at half-maximal effect; % of control where 0% means no effect; nearly all actives have a fitted effect of over 45% in size
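ATM-like activity read as KAP-1 phosphorylation via AlphaLISA donor/acceptor antibody pairs after lysis and 6 hr at 25C. Cells were ATM-null patient fibroblasts ([…], hTERT), dosed 60 min, then exposed to the DSB inducer NCS for 30 min.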
TCR activator – activators of T cell receptors; primary human leukocytes, anti-CD3, IL-2 HTRF, 48 h; Potency, µM (doses to about 9.22 µM), inactives show at the top dose activation of IL-2 secretion, hits mostly activators; 330,000 tested, under 10 active; also: % of control where 0% means no effect
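1) Mix primary human leukocytes, a-CD3 beads and compound. 2) Incubate 48 hr. 3) Add HTRF IL-2 reagents (a-IL-2-K, a-IL-2-d2).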
Coupling enz – inhibits coupling enzyme system, counter-screen for aldolase hits; coupling enzyme system counterscreen, AmpLite Red fluorescence; activity change, negative = inhibition, % at 58.2 µM, hits read low; 0.67% of 290,000 active; in the data active = activity change below about -30%; also: % is scaled to controls: 0 for no effect and ±100 for the full control effect
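Final compound at 57.5 uM, incubated 10 min at RT with coupling enzyme reagent (glyceraldehyde-3-phosphate), then 20 min with substrate and AmpLite Red detection. Fluorescence read at 525/598 nm; tests interference with the coupling assay, not aldolase inhibition.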
The depositor's hits bear a star; ? = inconclusive; . = not tested or not shown; [ ] = dose if it differs, or a comment. Unless noted, calls follow the shape of the dose curve; as a rule, active = well fitted curve in the direction sought with a large enough effect; inconclusive = small, poorly fitted or top-dose-only effect, or another doubt; inactive = no such curve, though single readings can be large; an effect the other way counts as inactive or inconclusive.

1	O=C(c1ccc(Br)cc1)c1cc2ccc(O)cc2oc1=O
2	CC(=O)Nc1ccccc1-c1nc2cc(C#N)c(C#N)cc2[nH]c1=O
3	C=CCSc1nnc(-c2ccccc2N=Cc2c(C)[nH]n(-c3ccccc3)c2=O)c(=O)[nH]1
4	CCn1cc(C(=O)NCCc2ccc(Cl)cc2)c(=O)c2ccc(C)nc21
5	COc1ccc(C(C#N)(CCC#N)CCC#N)cc1OC
6	CC(C)(C)c1cc(C(=O)NNC(=O)c2ccc(C(F)(F)F)cc2)no1
7	CC1(C)CC(=O)c2sc(NC(=O)c3ccc4ncsc4c3)nc2C1
8	CCOC(=O)c1ccc(NC(=O)NNS(=O)(=O)c2cc(OC)ccc2OC)cc1
9	CCOC(=O)C(=O)N=Nc1c(O)[nH]c2ccccc12
10	COc1ccc(SCCN2CC[C@@H](O)CCC2=O)cc1

entry no.	1	2	3	4	5	6	7	8	9	10
hERG WT inh	-5	6	-6	-1	-5	1	0	-4	1	0
Tb PFK block	-4%	-4%	15%	-10%	-3%	-3%	?	1%	-3%	-3%
TSHR antag	2	-11	4	-3	2	-2	-16	-2	6	-13
Giardia killer	12	-22	-19	61[activator]	-20	44[activator]	-20	-2	-4	-19
BCR signal inh	0%	?	15%	9%	-2%	2%	?	1%	-5%	6%
GALK inh	4%	-2%	-1%	-1%	0%	0%	-2%	-4%	2%	.
MLL CXXC-DNA inh	29%	1%	-30%	3%	2%	-8%	4%	-11%	19%	.
A-T KAP1 phos	-12%	2%	-3%	3%	1%	-4%	3%	-2%	0%	-4%
TCR activator	0%	-3%	10%	-2%	-3%	-3%	5%	3%	3%[46.1 µM]	9%
Coupling enz	6	2	1	0	-2	-1	3	1	-3	.

11	CCCCC(c1nnnn1CS(=O)(=O)c1ccc(C)cc1)N1CCN(C)CC1 (configuration not stated)
12	CNC(=S)NNC(=O)c1cc(C(C)(C)C)nn1Cc1ccc(F)cc1
13	Cc1cc(NC(=O)COC(=O)CCNS(=O)(=O)c2ccccc2)n(-c2ccccc2)n1
14	COC(=O)c1cccc(NC(=O)c2cccc([N+](=O)[O-])c2)c1
15	CCC1COCCS(=O)(=O)N1Cc1ccc(C)cc1 (configuration not stated)
16	Cc1cc2c(c(/C=C/C(=O)c3ccccc3)c1)OC1(C=C2)Oc2ccccc2C(=O)N1C (configuration not stated)
17	O=C(CSc1nnc2c3ccccc3c3ccccc3c2n1)Nc1ccccc1F
18	N#Cc1ccccc1CSc1nc2ncc(Br)cc2[nH]1
19	COCC(C)NC(C(=O)Nc1ccc(C)c(Cl)c1)c1ccccc1 (configuration not stated)
20	COC(=O)c1ccc(-n2nnnc2SC)cc1

entry no.	11	12	13	14	15	16	17	18	19	20
hERG WT inh	1	-4	-8	3	0	-2	4	4	3	3
Tb PFK block	6%	1%	3%	4%	-1%	-3%	0%	0%	-2%	-2%
TSHR antag	10	-4	1	3	10	-18	45	10	4	0
Giardia killer	21	4	18	-2	1	-9	17	-9	-2	-2
BCR signal inh	?	?	7%	-7%	0%	-9%	?	-1%	?	-1%
GALK inh	1%	1%	.	5%	.	-2%	0%	-2%	0%	2%
MLL CXXC-DNA inh	8%	-2%	.	-1%	-7%	-4%	20%	15%	-6%	1%
A-T KAP1 phos	-1%	2%	-1%	-7%	2%	7%	-2%	-8%	5%	.
TCR activator	-1%	-3%	-5%	.	6%	1%	1%	4%	-1%	-1%
Coupling enz	0	0	.	-2	4	-5	-40*	-4	2	1

21	COc1ccc(CCNC(=O)C/C(C)=N/NC(=O)c2ccc([N+](=O)[O-])cc2Cl)cc1OC
22	CC1(c2ccccc2)NC(=O)N(CC(=O)N(CC(=O)Nc2ccccc2C(F)(F)F)Cc2ccco2)C1=O (configuration not stated)
23	CCOc1ccccc1C1C(C#N)=C(N)Oc2cc(N)ccc21 (configuration not stated)
24	COc1ccc(C(CNC(=O)C(CCSC)NC(=O)c2ccccc2Cl)N2CCCC2)cc1 (configuration not stated)
25	O=C(COc1ccccc1)NCCSc1ccccc1
26	CCCCn1c(SCC(=O)NC(=O)NCc2ccco2)nc2cc(S(N)(=O)=O)ccc21
27	CCOc1ccc2nc(NC(=O)C(CCSC)NS(=O)(=O)c3cccs3)sc2c1 (configuration not stated)
28	COc1ccc(C2=NOC(C(=O)NCC(C)C)C2)cc1 (configuration not stated)
29	CN1CCN(C(=O)c2ccc3c(c2)S(=O)(=O)c2ccccc2C3=O)CC1
30	CC(=O)Nc1ccc(N2C(=O)CC(Sc3nc4ccccc4s3)C2=O)cc1 (configuration not stated)

entry no.	21	22	23	24	25	26	27	28	29	30
hERG WT inh	-4	-12	-8	10	-7	-4	-5	29	1	-12
Tb PFK block	0%	-3%	1%	-3%	-1%	-10%	-4%	0%	-1%	6%
TSHR antag	-2	5	9	-7	-6	3	-1	0	1	19
Giardia killer	8	7	-29	?	-8	2	-1	-3	-19	-7
BCR signal inh	6%	2%	12%	0%	-2%	1%	-12%	-8%	-13%	3%
GALK inh	-5%	.	0%	.	-3%	0%	3%	0%	1%	0%
MLL CXXC-DNA inh	-5%	.	-8%	.	3%	-2%	-21%	-10%	0%	2%
A-T KAP1 phos	-3%	0%	3%	-1%	14%	2%	.	-2%	-6%	-8%
TCR activator	0%	2%	0%	.	-5%	-56%	-1%	-3%	-5%	1%
Coupling enz	0	.	-5	.	0	-6	-2	3	-2	1

31	Cc1ccc(NC(=O)CN(C)C(=O)c2ccc3[nH]c4c(c3c2)CC(C)CC4)cc1 (configuration not stated)
32	O=C(Nc1cccc(-c2csc(Nc3ccccc3)n2)c1)c1cc([N+](=O)[O-])cc(C(F)(F)F)c1
33	CC(NC(=O)[C@H](C)NC(=O)[C@@H]1CSC2c3ccccc3C(=O)N21)c1ccccc1 (some centres not stated)
34	Cc1ccc(S(=O)(=O)N2CC=C(C(=O)NCc3ccc(F)cc3)CC2)cc1
35	Cc1ccc(NC(=O)CN2C(=O)CCS(=O)(=O)c3ccccc32)cc1Cl
36	CCCCCCSc1cc(-c2nc3ccc(C)cn3c2NCCCC)ccc1OC
37	Cc1cc(=O)[nH]c(SCC(=O)N2c3ccccc3CC2C)n1 (configuration not stated)
38	COc1ccc(OC)c(-c2csc(NC(=O)CSc3nnnn3C)n2)c1
39	Cc1cccc(C)c1NC(=O)CS(=O)CC(=O)N1CCN(c2ccccc2)CC1 (configuration not stated)
40	Cn1cccc1/C=N/NC(=O)CNc1ccc2ccccc2c1

entry no.	31	32	33	34	35	36	37	38	39	40
hERG WT inh	17	-9	-4	.	1	18	-5	3	1	-7
Tb PFK block	13%	-1%	1%	-17%	-2%	1%	?	1%	1%	5%
TSHR antag	5	-18	0	-5	-1	-5	-5	10	6	-9
Giardia killer	1	10	-12	.	-14	4	2	-6	37[activator]	10
BCR signal inh	?	?	2%	3%	-6%	1%	?	2%	-2%	-9%
GALK inh	.	.	-4%	.	-4%	.	-3%	.	15%	1%
MLL CXXC-DNA inh	.	18%	26%	5%	7%	.	-4%	.	3%	2%
A-T KAP1 phos	-4%	11%	1%	9%	-4%	12%	0%	-13%	2%	-42%
TCR activator	-1%	0%	7%	.	-1%	-2%	6%	0%	-2%	3%
Coupling enz	.	-3	0	0	-5	.	6	.	0	-4

2 of these compounds, reformatted:
Below each SMILES – hERG WT inh, Tb PFK block, TSHR antag, Giardia killer, BCR signal inh, GALK inh, MLL CXXC-DNA inh, A-T KAP1 phos, TCR activator, Coupling enz
40	Cn1cccc1/C=N/NC(=O)CNc1ccc2ccccc2c1
 : -7, 5%, -9, 10, -9%, 1%, 2%, -42%, 3%, -4
34	Cc1ccc(S(=O)(=O)N2CC=C(C(=O)NCc3ccc(F)cc3)CC2)cc1
 : ., -17%, -5, ., 3%, ., 5%, 9%, ., 0

Additional records follow:
41	CNC(=O)C(=O)NCC1OCCN1S(=O)(=O)c1ccc2c(c1)OCCO2 (configuration not stated)
42	CC(C)c1ccc(-c2nnn(Cc3nc4ccccc4s3)n2)cc1
43	CCOC(=O)C1(CCCc2ccccc2)CCN(C(=O)c2cc(C)nn2CC)CC1
44	COc1ccc(CCNC(=O)c2cc(-c3cc(Cl)cc(Cl)c3)oc2C)cc1

entry no.	41	42	43	44
hERG WT inh	-4	-23	-13	-11
Tb PFK block	-2%	19%	0%	-5%
TSHR antag	4	-10	-5	3
Giardia killer	-27	9	21	-1
BCR signal inh	1%	0%	1%	-1%
GALK inh	1%	1%	6%	0%
MLL CXXC-DNA inh	0%	-1%	6%	2%
A-T KAP1 phos	15%	0%	6%	5%
TCR activator	-2%	-6%	2%	1%
Coupling enz	-2	1	4	1

Assay outcomes: PubChem, National Center for Advancing Translational Sciences (NCATS)
